High-throughput results as filed in PubChem BioAssay.
TbHK1 inh = blocks Trypanosoma brucei hexokinase 1 activity; recombinant TbHK1, G6PDH-coupled NADH A340; inhibition, % at 10 µM; hit rate 0.11% among 220,000; AID 1430;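 active = inhibition of 50% or more in the single-dose primary screen; inactive = inhibition below 50%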
Ba/F3 V617F tox = loss of viability in JAK2V617F-driven Ba/F3 cells. hit rate 1.1% among 220,000. inhibition, % at 5.6 µM. Ba/F3 EpoR-JAK2V617F viability, ATP luminescence;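 active = inhibition above the campaign mean plus 3 SD over all tested compounds, cut at about 24% in these data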;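 also: cytokine-independent growth of Ba/F3 cells driven by EpoR plus mutant JAK2; 0% = DMSO-treated cells and 100% = JAK inhibitor I control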
p47phox inh = blocks human p47phox regulatory protein of NADPH oxidases; P14598; p47phox/p22phox peptide binding, fluorescence polarization, 2 h; inhibition, % at 24.7 µM; hit rate 0.53% among 220,000; AID 1274;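 active = inhibition above about 30%, limit read from the data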;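 also: 0% = p47phox with labelled peptide and 100% = labelled peptide alone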
Target sequence (P14598 whole entry, looked up): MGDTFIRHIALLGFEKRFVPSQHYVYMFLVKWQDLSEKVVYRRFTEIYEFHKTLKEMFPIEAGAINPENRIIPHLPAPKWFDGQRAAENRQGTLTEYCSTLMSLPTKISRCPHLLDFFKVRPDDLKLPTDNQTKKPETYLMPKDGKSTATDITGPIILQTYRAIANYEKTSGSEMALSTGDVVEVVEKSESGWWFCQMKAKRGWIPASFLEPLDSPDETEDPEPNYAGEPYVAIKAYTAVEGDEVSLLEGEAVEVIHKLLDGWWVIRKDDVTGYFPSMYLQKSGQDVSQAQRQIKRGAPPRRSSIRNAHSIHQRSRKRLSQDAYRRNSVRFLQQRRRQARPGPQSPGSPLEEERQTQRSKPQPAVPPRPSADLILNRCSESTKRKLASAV
PGE2 EP2 inh = blocks the human prostaglandin E2 receptor EP2 | C6 glioma cells expressing human EP2, cAMP TR-FRET; cells stimulated with saturating PGE2 | inhibition, % at 25 µM | hit rate 0.52% among 260,000;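 active = percent inhibition above 40 after rounding to a whole number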;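 also: rat C6 glioma host cells with rolipram phosphodiesterase inhibitor present; the protocol text gives 20 µM as final concentration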
BaF3 tox = reduces parental Ba/F3 cell viability, JAK2V617F counter-screen | CellTiter-Glo ATP luminescence | inhibition, % at 5.6 µM | hit rate 1.1% among 220,000 | AID 1486;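 active = inhibition above a per-campaign cutoff, the mean inhibition of all tested compounds plus 3 SD, cut at about 27% in these data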;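 also: 0% = DMSO wells and 100% = JAK Inhibitor I control wells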
PPC-1+TRAIL kill = PPC-1 cancer cell killing with TRAIL present; hit rate 0.41% among 220,000; AID 1443; cell killing (% activity), % at 4 µM; PPC-1 cells + TRAIL, ATPLite viability luminescence;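 active = cell killing above 50% in the first pass at 4 µM, then a duplicate retest at 5 µM averaging 50% or more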;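 also: plate controls were cells with TRAIL plus DMSO for no effect and medium-only wells lacking cells for full effect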
p97 ATPase inh = blocks human p97 ATPase activity. P55072. recombinant p97 ATPase, Kinase-Glo ATP luminescence, 3 h. inhibition, % at 8 µM. hit rate 0.42% among 220,000; in the data active = inhibition above about 15%;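 also: 0% = DMSO vehicle and 100% = wells lacking enzyme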
Furin inh = inhibitors of human furin | P09958 | hit rate 0.061% among 220,000 | inhibition, % at 30 µM | purified furin, fluorogenic substrate cleavage; in the data active = inhibition above about 25%; also: inactives centre near -15
Target sequence (P09958 108-714 limits assumed): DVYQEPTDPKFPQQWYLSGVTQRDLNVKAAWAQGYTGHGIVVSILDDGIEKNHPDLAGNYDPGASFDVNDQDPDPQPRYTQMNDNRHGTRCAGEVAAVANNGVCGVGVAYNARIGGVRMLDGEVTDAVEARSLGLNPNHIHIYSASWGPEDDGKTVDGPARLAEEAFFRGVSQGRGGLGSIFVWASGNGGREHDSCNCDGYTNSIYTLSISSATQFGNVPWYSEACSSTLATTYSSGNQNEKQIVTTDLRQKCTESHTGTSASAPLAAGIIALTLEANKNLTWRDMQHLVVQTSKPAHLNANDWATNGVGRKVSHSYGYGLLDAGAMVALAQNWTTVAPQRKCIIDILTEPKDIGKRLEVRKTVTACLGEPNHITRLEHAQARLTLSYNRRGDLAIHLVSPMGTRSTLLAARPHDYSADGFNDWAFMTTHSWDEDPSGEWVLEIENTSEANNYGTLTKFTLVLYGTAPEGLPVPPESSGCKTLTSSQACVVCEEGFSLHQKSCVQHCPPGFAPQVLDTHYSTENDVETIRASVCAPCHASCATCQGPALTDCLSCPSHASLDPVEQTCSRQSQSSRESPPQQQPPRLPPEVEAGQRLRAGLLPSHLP
RBBP9 inhibitor = inhibitors of human serine hydrolase RBBP9; hit rate 0.2% among 220,000; inhibition, % at 7.94 µM; recombinant RBBP9, FP-Rh probe fluorescence polarization; O75884;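 active = inhibition above the campaign mean of all tested compounds plus 3 SD, cut at about 14% in these data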;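 also: plate controls were DMSO wells with RBBP9 for no effect and wells lacking RBBP9 protein for full effect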
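System: RBBP9 protein / Quantity: 2.5 µM RBBP9 dispensing solution, before mixing / Also added: Serine-hydrolase probe FP-Rh, 375 nM pre-mixing / Dosing: 7.94 µM single dose, 0.794% DMSO / Timing: enzyme-compound preincubation 30 min, then probe labeling 45 min, 25 °C / Signal: FP readout at 525/598 nm / Controls: DMSO-treated enzyme wells and wells lacking RBBP9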
An asterisk follows results filed as active; nt = no result given; & = joins results of further samples; [ ] = another dose, or the depositor's remark. These rows are one share of the data. The share of hits here may be higher or lower than overall.

no.	structure	TbHK1 inh	Ba/F3 V617F tox	p47phox inh	PGE2 EP2 inh	BaF3 tox
1	C/C(N)=C(/C#N)C(=O)COC(=O)c1cc(-c2cccc3ccccc23)nc2ccccc12	-12	0	-71	7	5
2	COc1ccc(OC)c(/C=N/NC(=O)CSc2cc(C)nc3c(OC)cccc23)c1	-18	0	14	11	4
3	Cc1cc(C(=O)N2CCN(CCc3ccccc3)CC2)no1	-6	-1	-5	8	2
4	CCC(=O)Nc1ccc(NC(=O)C23CC4CC(CC(C4)C2)C3)cn1	-3	3	27	21&9	0
5	O=C(CCn1nnc(-c2cccs2)n1)NCc1ccccc1Cl	1	4	-2	8	1
6	CC(C)NC(=O)CC(=O)N/N=C/c1c(F)cccc1Cl	6	-3	-6	5	3
7	CCSc1nnc(NC(=O)C2CCN(S(=O)(=O)c3c(C)c(C)cc(C)c3C)CC2)s1	3	0	-9	0	5
8	O=C1c2cccnc2C(=O)N1Cc1ccccc1	2	-4	-5	5	1
9	CCCCCCCC(=O)Nc1ccc(S(=O)(=O)Nc2nccs2)cc1	-2	1	-8	5	5
10	Cc1ccc(P(=Nc2ccccc2)(N2CCOCC2)N2CCOCC2)o1	-2	-3	-4	3	2
11	CSc1nnc(-c2ccccc2N=Cc2c(C)[nH]n(-c3ccccc3)c2=O)c(=O)[nH]1	4	4	-9	14	6
12	O=C(CC(c1ccccc1)c1ccccc1)OCn1nnc2ccccc2c1=O	-4	0	-5	18	5
13	COCCNS(=O)(=O)c1cc(Br)ccc1OC	-4	-2	-2	6	7
14	Nc1[nH]c(=O)ncc1F	3	-2&-2	-7&-11	15	5&-9
15	O=C(C1CCN(CC2CCCCC2)CC1)N1CCCC1	-5	-3	-1	1	2

no.	PPC-1+TRAIL kill	p97 ATPase inh	Furin inh	RBBP9 inhibitor
1	-8	5	-13	-12
2	-2	-3	-7	-8
3	26	-2	-19[20 µM]	3
4	12	-7	-14[20 µM]	-5
5	-14	-4	-14	-3
6	23	2	-17	-4
7	2	-2	-9	-9
8	-2	5	-27	-5
9	5	-7	-10	-15
10	-10	-1	-15	-9
11	-16	-10	-16	-5
12	34	-2	-6[20 µM]	-7
13	25	3	-5[20 µM]	0
14	4&7	6&1	-19	1&1
15	-3	2	-14	-2

Grouped by structure, the entries above containing an aryl thioether with sulfur outside any ring
no.	structure	TbHK1 inh	Ba/F3 V617F tox	p47phox inh	PGE2 EP2 inh	BaF3 tox
2	COc1ccc(OC)c(/C=N/NC(=O)CSc2cc(C)nc3c(OC)cccc23)c1	-18	0	14	11	4
7	CCSc1nnc(NC(=O)C2CCN(S(=O)(=O)c3c(C)c(C)cc(C)c3C)CC2)s1	3	0	-9	0	5
11	CSc1nnc(-c2ccccc2N=Cc2c(C)[nH]n(-c3ccccc3)c2=O)c(=O)[nH]1	4	4	-9	14	6

no.	PPC-1+TRAIL kill	p97 ATPase inh	Furin inh	RBBP9 inhibitor
2	-2	-3	-7	-8
7	2	-2	-9	-9
11	-16	-10	-16	-5

The list continues.
no.	structure	TbHK1 inh	Ba/F3 V617F tox	p47phox inh	PGE2 EP2 inh	BaF3 tox
16	Cc1ccn2c(=O)nc(SCc3cccc(C(F)(F)F)c3)nc2c1	-18	-2	-35	2	5
17	CCOC(=O)c1cnc2c(C)cccc2c1NCc1ccco1	-18	0	15	7	4
18	CCc1cccc(Nc2cc(C)nc3ncnn23)c1	-5	-3	0	5	7
19	CCOC(=O)c1ccc(NC(=S)N2CCN(CCNC3=CC(=O)CC(C)(C)C3)CC2)cc1	5	5	1	0	10
20	CCc1nc2c(c(=O)c3ccccc3n2C)c(=O)n1C1CCCCCC1	0	-2	-11	18	5
21	COc1ccc(/C(N)=N/OC(=O)Cc2ccc(C)cc2)cc1	20	-2	-12	6	7
22	Cc1ccc(S(=O)(=O)NCC(=O)OC2CCOC2=O)cc1 (stereo not given)	4	-4	-8	15	-2
23	O=C(CCNC(=O)c1ccccc1)Oc1ccc([N+](=O)[O-])cc1	9	-1	-7	8	6
24	CCNC(=S)N1CCN(S(=O)(=O)c2ccc(C)cc2)CC1	2	-2	-8	4	0
25	CCCCN(C)CC(O)Cn1cc(/C=C/C(=O)c2cccs2)c2ccccc21 (stereo not given)	3	-2	-31	3	9
26	CN1CCC(N(C)CC(=O)Nc2ccccc2N2CCOCC2)CC1	-8	-3	-12	10	4
27	O=C(NC(=S)N1CCN(c2ccc([N+](=O)[O-])cc2Cl)CC1)c1ccco1	-3	-2	-11	4	0
28	COc1ccc(/C(O)=C2\C(=O)C(=O)N(CCN(C)C)C2c2cccc(OC)c2OC)cc1Cl (stereo not given)	-26	-2	nt	13	5
29	N#CC1=C(N)SC(N)=C(C#N)C1c1ccc(C(F)(F)F)cc1	-8	2	-30	49*	7
30	O=C(CCCOc1ccc(Cl)cc1Cl)N/N=C/c1ccccc1	2	-2	51*	2	0

no.	PPC-1+TRAIL kill	p97 ATPase inh	Furin inh	RBBP9 inhibitor
16	9	2	-26	-5
17	-8	-1	-13[20 µM]	-5
18	3	9	-16	-5
19	-2	-2	-9	-4
20	36	5	-16	-3
21	-20	-3	-9	-7
22	8	3	-24	-3
23	3	6	-7	-7
24	4	6	-20	3
25	32	0	2	-3
26	-12	2	-9[20 µM]	-2
27	0	2	-18	-5
28	12	4	3	4
29	22	-3	-16[20 µM]	2
30	22	-1	-13	-3

Next section:
no.	structure	TbHK1 inh	Ba/F3 V617F tox	p47phox inh	PGE2 EP2 inh	BaF3 tox
31	Nn1c(SCc2cccc(Cl)c2)nnc1-c1ccncc1	-9	-3	-15	7	4
32	COC(=O)c1ccc(N2C(=O)CC(N3CCC(O)(c4ccc(Br)cc4)CC3)C2=O)cc1 (stereo not given)	-8	-1	-5	12	2
33	COc1ccc(C(=O)/C=C/NCc2ccc(F)cc2)cc1OC	-15	5	3	4	-1
34	Cc1nc2ccccc2c2c1CC(C(C)(Cl)Br)O2 (stereo not given)	-9	14	-6	7	22
35	O=C(O)Cc1sc(Nc2ccccc2)nc1-c1cccs1	-15	-4	-53	8	-9
36	Cn1c(=O)n(CC(=O)Nc2ccc(F)cc2)c2ccccc21	2	-1	-1	4	3
37	CCCCn1c(=O)c(CCC(=O)O)nc2ccccc21	-17	-3	0	8	2
38	CCn1c(=NC(=O)COc2ccccc2)sc2cccc(F)c21	-4	0	-11	10	-5
39	Cn1cc(CN2CCC(CO)(CCCc3ccccc3)CC2)c(-c2ccccc2)n1	-5	0	-4	8	3
40	CC1CCc2nc(/C(C#N)=C/c3ccncc3)sc2C1 (stereo not given)	-9	0	-4	10	2
41	Cc1ccc(Cn2c(=O)c3ccccc3n3nc(C)cc23)cc1	-3	1	-4	5	8
42	O=C(CN1c2cccc3cccc(c23)S1(=O)=O)NCc1ccc2c(c1)OCO2	1	3	-4	16	2
43	Cc1noc2ncnc(Sc3ccc(Cl)cc3)c12	-6	2	-4	18	7
44	CC1=C(C(=O)OCC(C)C)C(c2ccccc2Cl)NC(=O)N1C (stereo not given)	1	-2	4	11	9
45	COc1ccccc1N(C)S(=O)(=O)c1ccc(C(=O)OC(C)C(=O)NCc2ccc3c(c2)OCO3)cc1 (stereo not given)	-12	-2	-5	0	-2

no.	PPC-1+TRAIL kill	p97 ATPase inh	Furin inh	RBBP9 inhibitor
31	26	5	-13	-4
32	-3	-6	-10[20 µM]	-6
33	24	-5	-3	-9
34	12	-1	-20	0
35	31	5	-23	-24
36	14	-1	-14[20 µM]	-5
37	-4	4	-18	-6
38	-3	0	2	-8
39	28	0	-15	-4
40	36	-2	-11	-10
41	6	2	-25	-6
42	4	-2	-13	-3
43	8	0	-19[20 µM]	-4
44	23	-4	-25	-5
45	1	4	-5	-3

Later entries
no.	structure	TbHK1 inh	Ba/F3 V617F tox	p47phox inh	PGE2 EP2 inh	BaF3 tox
46	CCCCCCCCCCS(=O)(=O)N/N=C/c1ccccc1OC	24	-1	-14	4	6
47	CC(C)OCc1c(C(=O)Nc2nccs2)oc2ccccc12	-6	3	-2	8	9
48	COc1ccc(N2CCN(C(=O)c3ccc(SC)cc3OC)CC2)cc1	0	1	-9	8	6
49	O=C(C1CCN(C2CC(=O)N(c3cccc(Cl)c3)C2=O)CC1)N1CCCC1 (stereo not given)	-12	-2	-6	4	3
50	COCCCNC(=O)c1c(NC(=O)C2COc3ccccc3O2)sc2c1CCCC2 (stereo not given)	-3	1	-4	11	5
51	COc1ccc(Nc2ccccc2)c(C)c1	1	1	-7	3	0
52	CCn1c(O)c(/C=C2\C=Nc3ccccc32)sc1=O	-5	-1	-2	6	4
53	OCCC1CN(Cc2cccn2-c2nccs2)CCN1Cc1ccc(F)c(F)c1 (stereo not given)	1	3	1	6	2
54	CSCCC(NC(=O)c1cccc([N+](=O)[O-])c1)c1nc2ccccc2[nH]1 (stereo not given)	-2	2	-17	0	8
55	CCN(CC)CCN(C(=O)c1cccc(N2C(=O)CCC2=O)c1)c1nc2cc3c(cc2s1)OCO3	1	2	-4	7	8
56	COc1ccccc1-c1c(C)nn2c(N3CCCCCC3)cc(C)nc12	-17	6	-15	7	7
57	CCOc1ccc(-n2c(N)c(-c3nc4ccccc4[nH]3)sc2=S)cc1	-13	-2	-13	26	6
58	CC(=O)Nc1sc2c(c1C(c1cccs1)N1CCOCC1)CCCC2 (stereo not given)	-13	-2	-13	14	-1
59	CCC(=O)Nc1nonc1-c1nc2ccccc2n1N(C(=O)CC)C(=O)CC	-3	-1	-21	23	1
60	CC(C)(C)OC(=O)N/N=C\c1ccc[nH]1	8	5	3	1	6
61	COc1cc(/C=C/C(=O)OCc2cn3cc(Cl)ccc3n2)ccc1O	-29	-5	-5	4	-1
62	O=C(CSc1nc2c(sc3ccccc32)c(=O)n1CCCN1CCOCC1)NC1CCCC1	-21	3	-1	7	5

no.	PPC-1+TRAIL kill	p97 ATPase inh	Furin inh	RBBP9 inhibitor
46	22	5	0	-1
47	12	-5	-13	-1
48	11	-1	-11	1
49	8	2	-25[20 µM]	-12
50	-2	2	-17[20 µM]	-3
51	-1	5	-27[20 µM]	-4
52	24	2	-19	-4
53	-4	0	-20	-6
54	14	-19	-13	-7
55	8	1	-14	2
56	10	-8	-2	-3
57	11	2	-23[20 µM]	8
58	28	1	-14	0
59	14	1	-24	-7
60	28	-5	6	-4
61	-8	3	-20	-12
62	17	2	-10[20 µM]	0

Entries shown so far that have a nitro group on carbon (3):
no.	structure	TbHK1 inh	Ba/F3 V617F tox	p47phox inh	PGE2 EP2 inh	BaF3 tox
23	O=C(CCNC(=O)c1ccccc1)Oc1ccc([N+](=O)[O-])cc1	9	-1	-7	8	6
27	O=C(NC(=S)N1CCN(c2ccc([N+](=O)[O-])cc2Cl)CC1)c1ccco1	-3	-2	-11	4	0
54	CSCCC(NC(=O)c1cccc([N+](=O)[O-])c1)c1nc2ccccc2[nH]1 (stereo not given)	-2	2	-17	0	8

no.	PPC-1+TRAIL kill	p97 ATPase inh	Furin inh	RBBP9 inhibitor
23	3	6	-7	-7
27	0	2	-18	-5
54	14	-19	-13	-7
